Screening results: PubChem BioAssay, Broad Institute
GASC1 inh – inhibitors of GASC-1 (KDM4C) histone demethylase, primary screen, biochemical, single concentration HTS; GST-KDM4C 2-372, H3K9me3 peptide, LANCE TR-FRET; inhibition, % at 12.5 µM; 0.15% of 96,000 active; AID 720574, 2013;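 active = mean replicate inhibition above about 25%, with at least 55% of replicates also reaching it, limit read from the data, passing the limit was not always enough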
Target sequence (Q9H3R0 2-372 limits assumed): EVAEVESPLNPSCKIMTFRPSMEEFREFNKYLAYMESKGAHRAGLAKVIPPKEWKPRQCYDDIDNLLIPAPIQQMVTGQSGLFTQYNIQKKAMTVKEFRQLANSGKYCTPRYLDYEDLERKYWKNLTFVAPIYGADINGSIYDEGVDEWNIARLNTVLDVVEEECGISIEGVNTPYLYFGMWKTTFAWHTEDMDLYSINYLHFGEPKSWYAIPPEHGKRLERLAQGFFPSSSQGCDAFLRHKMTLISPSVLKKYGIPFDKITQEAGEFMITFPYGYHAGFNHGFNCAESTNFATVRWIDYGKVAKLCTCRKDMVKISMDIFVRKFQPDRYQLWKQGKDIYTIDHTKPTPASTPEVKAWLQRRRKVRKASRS
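System – N-terminal GST-fused human GASC-1 (KDM4C) fragment, residues 2-372 · Input – enzyme final amount 10 nM · Technique – LANCE TR-FRET, Eu antibody, ULight-streptavidin, EDTA, ex 340 nm, em 618/671 nm · Medium – HEPES buffer, pH 7.5, plus ascorbate · Incubation – enzyme reaction 30 min, then detection 60 min, both room temperature · Reagent – H3K9me3 peptide with Fe(II)/2OG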
C diff HTS – C. difficile growth inhibitors, primary screen, HTS | Clostridium difficile clinical isolate growth, OD600, 24 h; hits give low values | growth activity, negative = inhibition, % at 16 µg/mL (by protocol) | 0.25% of 86,000 active | AID 1259249, 2017;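 active = mean growth activity at or below -80% and every replicate also at or below -80%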;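 note: 0% = DMSO wells and -100% = levofloxacin 16 µg/mL wells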
T cruzi growth – T. cruzi intracellular proliferation inhibitors, primary screen, cell-based, beta-gal Tulahuen parasites, NIH3T3 host, luminescence. 5.9% of 77,000 active. inhibition, % at 8.34 µM. T. cruzi beta-gal in NIH3T3, GalScreen luminescence, 90 h;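 active = mean inhibition above about 93%, with at least 55% of replicates each passing it, limit read from the data, passing the limit was not always enough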
Pf Dd2 inh – P. falciparum Dd2 growth inhibitors, primary screen, SYBR Green fluorescence, single dose replicates; activity change, % at 10 µM; AID 1159554, 2015; 72 h; hits give low values; 2.3% of 94,000 active; in the data active = activity change below about -80%
The depositor's hits bear a star; / = not tested or not shown; & = joins results of further samples.

Sample of the layout:
SMILES	GASC1 inh	C diff HTS	T cruzi growth	Pf Dd2 inh
Cc1noc(C)c1S(=O)(=O)Nc1ccc2c(c1)CC(=O)N([C@@H](C)CO)C[C@@H](C)[C@@H](CN(C)C)O2	-0.6	6	-12	9
COCC#Cc1ccc2c(c1)O[C@H](CN(C)C(=O)C1CCOCC1)[C@@H](C)CN([C@@H](C)CO)S2(=O)=O	0.9	1	27	2
CC(C)NC(=O)Nc1ccc2c(c1)C(=O)N([C@H](C)CO)C[C@@H](C)[C@H](CN(C)C(=O)Nc1ccc(F)cc1)OCCCC[C@@H](C)O2	-1.1	-5	68	-41
C[C@H](CO)N1C[C@H](C)[C@H](CN(C)Cc2ccccc2)OCCCC[C@H](C)Oc2ccc(NC(=O)Nc3ccc(C(F)(F)F)cc3)cc2C1=O	-0.4	35	87	-12
COCC(=O)N1[C@H](C#N)[C@H](c2ccccc2-c2ccccc2)[C@H]1CO	-1.4	-12	/	0
CNC(=O)C[C@H]1CC[C@H]2[C@@H](COC[C@H](O)CN2C(=O)c2ccc3c(c2)OCO3)O1	-0.3	3&0	/	-64
CC(C)NC(=O)N1CCCCN2[C@H](CO)[C@@H](c3ccc(C#C[C@H](C)O)cc3)[C@@H]2C1	-0.1	0	106*	-78
O=C(c1ccncc1)N1CC2(C1)[C@H](c1ccccc1)[C@@H](CO)N2Cc1ccccn1	-0.7	-5	/	-4
O=C(Nc1cc(Cl)cc(Cl)c1)N[C@H]1CC[C@@H](CCNS(=O)(=O)c2cccc(F)c2)O[C@H]1CO	-0.4	39	117*	18

Results, repeating the preview:
SMILES	GASC1 inh	C diff HTS	T cruzi growth	Pf Dd2 inh
Cc1noc(C)c1S(=O)(=O)Nc1ccc2c(c1)CC(=O)N([C@@H](C)CO)C[C@@H](C)[C@@H](CN(C)C)O2	-0.6	6	-12	9
COCC#Cc1ccc2c(c1)O[C@H](CN(C)C(=O)C1CCOCC1)[C@@H](C)CN([C@@H](C)CO)S2(=O)=O	0.9	1	27	2
CC(C)NC(=O)Nc1ccc2c(c1)C(=O)N([C@H](C)CO)C[C@@H](C)[C@H](CN(C)C(=O)Nc1ccc(F)cc1)OCCCC[C@@H](C)O2	-1.1	-5	68	-41
C[C@H](CO)N1C[C@H](C)[C@H](CN(C)Cc2ccccc2)OCCCC[C@H](C)Oc2ccc(NC(=O)Nc3ccc(C(F)(F)F)cc3)cc2C1=O	-0.4	35	87	-12
COCC(=O)N1[C@H](C#N)[C@H](c2ccccc2-c2ccccc2)[C@H]1CO	-1.4	-12	/	0
CNC(=O)C[C@H]1CC[C@H]2[C@@H](COC[C@H](O)CN2C(=O)c2ccc3c(c2)OCO3)O1	-0.3	3&0	/	-64
CC(C)NC(=O)N1CCCCN2[C@H](CO)[C@@H](c3ccc(C#C[C@H](C)O)cc3)[C@@H]2C1	-0.1	0	106*	-78
O=C(c1ccncc1)N1CC2(C1)[C@H](c1ccccc1)[C@@H](CO)N2Cc1ccccn1	-0.7	-5	/	-4
O=C(Nc1cc(Cl)cc(Cl)c1)N[C@H]1CC[C@@H](CCNS(=O)(=O)c2cccc(F)c2)O[C@H]1CO	-0.4	39	117*	18
Cc1noc(C)c1S(=O)(=O)N(C)C[C@@H]1OCCCC[C@H](C)Oc2ccc(NC(=O)Nc3ccc(C(F)(F)F)cc3)cc2C(=O)N([C@H](C)CO)C[C@H]1C	-0.5	31	92	-50
CCC(=O)N(C)C[C@@H]1Oc2ncc(C#Cc3ccc(OC)cc3)cc2C(=O)N([C@H](C)CO)C[C@H]1C	0.8	2	98	-47
CCNC(=O)[C@@H]1[C@@H](CO)[C@@H]2Cn3c(ccc(C4=CCCCC4)c3=O)[C@H]1N2CCC(F)(F)F	-1.4	-3	/	57
COc1ccc(NC(=O)N(C)C[C@H]2Oc3ccc(NC(=O)Nc4ccc(F)cc4)cc3CC(=O)N([C@H](C)CO)C[C@@H]2C)cc1	0.3	3	30	-15
C[C@H](CO)N1C[C@H](C)[C@H](CN(C)C(=O)NC2CCCCC2)OCCCC[C@H](C)Oc2ccc(NC(=O)CCCN(C)C)cc2C1=O	1.5	-1	11	13
CC(C)NC(=O)N(C)C[C@H]1Oc2cc(Br)ccc2S(=O)(=O)N([C@H](C)CO)C[C@@H]1C	1.5	1	-28	42
C[C@@H]1CCCCO[C@H](CN(C)C(=O)Nc2ccc3c(c2)OCO3)[C@@H](C)CN([C@H](C)CO)C(=O)c2cc(NC(=O)Nc3ccc4c(c3)OCO4)ccc2O1	1.1	/	47	-32
C[C@@H]1CN([C@@H](C)CO)C(=O)c2cc(-c3ccccc3F)cnc2O[C@@H]1CN(C)Cc1ccc(F)cc1	0.6	7	70	-28
C[C@H](CO)N1C[C@H](C)[C@@H](CN(C)Cc2ccc(Cl)c(Cl)c2)Oc2ccc(NC(=O)NC3CCCCC3)cc2CC1=O	0.2	77	71	-16
CN1C(=O)c2cc(NC(=O)Nc3cccc(Cl)c3)ccc2OC[C@H]2O[C@@H](CC(=O)O)CC[C@H]21	3.6	5	-76	17
C[C@@H]1CN([C@H](C)CO)C(=O)c2cc(NC(=O)Nc3cccc4ccccc34)ccc2O[C@@H](C)CCCCO[C@@H]1CN(C)Cc1ccc(C(=O)O)cc1	0.3	7	8	-27
CN1C(=O)c2cc(NC(=O)NC3CCCC3)ccc2OC[C@H]2O[C@H](CC(=O)NC3CCC3)CC[C@@H]21	2.3	0	17	8
CO[C@@H]1CN(C)C(=O)c2ccc(NS(=O)(=O)CC(F)(F)F)cc2OC[C@@H](C)N(Cc2nccs2)C[C@H]1C	2.9	/	-6	-1
COc1cccc(-c2ccc3c(c2)O[C@H](CN(C)C(=O)C2CC2)[C@@H](C)CN([C@H](C)CO)S3(=O)=O)c1	1.3	/	-120	-9
C[C@@H]1CN([C@H](C)CO)C(=O)CCCn2nncc2CO[C@H]1CN(C)C(=O)Nc1ccc(N2CCCCC2)cc1	0.7	0&-1	11&11	-7&-64
CCCN(C)C[C@H]1Oc2cc(-c3cccc(OC)c3)ccc2S(=O)(=O)N([C@@H](C)CO)C[C@H]1C	0.7	-2	67	-46
CCCN1[C@@H]2c3ccc(-c4ccccc4)c(=O)n3C[C@@H]2[C@@H](CO)[C@@H]1C(=O)NCC1CC1	5.0	-2	65	-8
C[C@H](CO)N1C[C@H](C)[C@@H](CN(C)CC2CCCCC2)Oc2c(NC(=O)c3cnccn3)cccc2C1=O	1.0	-5	66	6
COc1ccc(CN2C[C@@H](O)COC[C@H]3O[C@H](CC(=O)NCc4ccccc4Cl)CC[C@@H]32)cc1	2.2	41&-14	65	-6
COc1cccc(NC(=O)C[C@H]2CC[C@@H]3[C@@H](COc4ccc(NC(=O)C5CC5)cc4C(=O)N3C)O2)c1	2.2	1	31	-18
Cc1ccc(-c2ccc3c(c2)O[C@H](CN(C)C(=O)CC2CC2)[C@H](C)CN([C@@H](C)CO)S3(=O)=O)cc1	-0.8	-2&10	78	-33&-11
O=C(C[C@@H]1CC[C@@H](NS(=O)(=O)c2cccc(F)c2)[C@H](CO)O1)NCc1ccc2c(c1)OCO2	-1.5	/	41	-13
C[C@H](CO)N1C[C@H](C)[C@@H](CN(C)S(C)(=O)=O)Oc2ccc(NS(=O)(=O)c3ccc(F)cc3)cc2C1=O	/	-5	23	32
C[C@@H]1CN([C@H](C)CO)C(=O)c2cc(NC(=O)Cn3cnnn3)ccc2O[C@H]1CN(C)Cc1ccncc1	-0.8	1	43	9
CC(C)CC#Cc1ccc2c(c1)O[C@H](CN(C)C(=O)Nc1ccccc1)[C@@H](C)CN([C@@H](C)CO)S2(=O)=O	-1.3	3	125*	-59
O=C(C[C@H]1CC[C@@H]2[C@H](COC[C@@H](O)CN2C(=O)Nc2ccc(C(F)(F)F)cc2)O1)NCC1CCCCC1	-1.0	60&-18	/	1
O=C(c1ccc(F)cc1)N1CC(=O)N2[C@@H](CO)[C@@H](c3ccc(C#CC4CCCCC4)cc3)[C@@H]2C1	-0.1	-9	/	1
COc1ccc2c3c([nH]c2c1)[C@H](CO)N(C(=O)C1CCCC1)CC31CCN(C(=O)c2ccncc2)CC1	0.0	3	/	-54
COc1ccccc1-c1ccc([C@H]2[C@@H](CO)N3CCCCN(C(=O)CN4CCOCC4)C[C@H]23)cc1	1.8	-5	62	-33
OC[C@@H]1[C@@H](c2ccc(-c3ccccc3F)cc2)[C@@H]2CN(Cc3cncnc3)CCCCN12	0.0	-6	74	14
CC=Cc1ccc2n(c1=O)C[C@@H]1[C@@H](CO)[C@H](C(=O)NCc3ccc(F)cc3)[C@H]2N1C (mixture of isomers)	-0.3	-1	41	0
C[C@@H]1CN([C@H](C)CO)C(=O)c2cc(Br)cnc2O[C@H]1CN(C)C(=O)c1ccccc1	-0.4	-1&3	/	29&12
COc1ccc2c3c(n(C)c2c1)[C@H](CO)N(C(=O)Cc1ccccc1)CC31CCN(C(C)=O)CC1	-0.1	5	/	-29
CN1c2ccc(C#Cc3cccnc3)cc2[C@@H]2[C@@H](CCN2C(=O)c2cccc(F)c2)[C@@H]1CO	20	22	109*	-36
COC(=O)C[C@@H]1CC[C@H]2[C@@H](COC[C@H](O)CN2CCC(F)(F)F)O1	-0.2	2&-5	29	/
O=C(C[C@H]1C=C[C@H](NC(=O)CCN2CCCCC2)[C@H](CO)O1)Nc1nccs1	-0.2	/	47	-22
CN(C)CC#Cc1ccc([C@H]2[C@H](CO)N3C(=O)CN(C(=O)Cc4cccnc4)C[C@@H]23)cc1	2.9	1	/	36
CC(=O)N(C)C[C@H]1[C@@H](c2ccc(-c3ccc(F)cc3)cc2)[C@@H](CO)N1C(C)=O	0.8	-7	-8	11
COc1ccc(-c2ccc3c(c2)[C@@H]2[C@@H](CCN2S(=O)(=O)C2=NC(C)C=N2)[C@H](CO)N3C)cc1 (stereo partly specified)	2.4	11	93	-13
Cc1noc(C)c1S(=O)(=O)Nc1cccc2c1O[C@@H](CN(C)S(=O)(=O)c1ccc(F)cc1)[C@@H](C)CN([C@H](C)CO)C2=O	0.4	-13	32	-4
C[C@@H]1CN([C@@H](C)CO)C(=O)c2cc(/C=C/c3ccccc3)cnc2O[C@H]1CN(C)S(=O)(=O)c1ccccc1F	19	0	123*	-48
COc1cccc(NC(=O)N(C)C[C@@H]2Oc3ncc(C#Cc4cccnc4)cc3C(=O)N([C@@H](C)CO)C[C@@H]2C)c1	-1.1	6	39	-40
CC(=O)N(C)C[C@@H]1Oc2cc(-c3ccccc3C)ccc2S(=O)(=O)N([C@H](C)CO)C[C@H]1C	1.4	22	-17	-2
COc1ccc(CN2CC3(CCN(C(=O)C4CCC4)CC3)c3c(n(C)c4cc(OC)ccc34)[C@@H]2CO)cc1	/	3	/	-30
CC(C)NC(=O)Nc1ccc2c(c1)CC(=O)N([C@H](C)CO)C[C@H](C)[C@H](CN(C)Cc1ccccc1)O2	-1.3	5	67	-2
C[C@H](CO)N1C[C@H](C)[C@@H](CN(C)S(=O)(=O)c2ccc(-n3cccn3)cc2)OCc2cn(nn2)CCCC1=O	-1.2	16	/	12
CCS(=O)(=O)N1CC(=O)N2[C@H](CO)[C@@H](c3ccc(C#CC4CCCCC4)cc3)[C@H]2C1	1.2	-7	/	3
C[C@H]1CN([C@@H](C)CO)C(=O)c2cccc(NS(=O)(=O)c3cn(C)cn3)c2O[C@H]1CN(C)S(=O)(=O)c1cn(C)cn1	2.1	10	-7	36
Cc1noc(C)c1NC(=O)Nc1ccc2c(c1)C(=O)N([C@@H](C)CO)C[C@@H](C)[C@H](CN(C)C(=O)c1ccccc1)OCCCC[C@H](C)O2	0.1	8	-10	7
COc1ccc(NC(=O)N(C)C[C@H]2Oc3ccc(NS(=O)(=O)c4ccc(Cl)cc4)cc3C(=O)N([C@H](C)CO)C[C@@H]2C)cc1	-1.2	1	-32	-34
C[C@H](CO)N1C[C@H](C)[C@@H](CN(C)C(=O)NC2CCCCC2)Oc2ccc(NS(=O)(=O)c3ccccc3)cc2CC1=O	0.4	-4	-5	7
Other records.
SMILES	GASC1 inh	C diff HTS	T cruzi growth	Pf Dd2 inh
N#C[C@H]1[C@@H](c2ccc(C3=CCCC3)cc2)[C@H](CO)N1C(=O)c1cccc(F)c1	-0.7	9	73	67
C[C@@H]1CN([C@@H](C)CO)C(=O)c2cc(NS(C)(=O)=O)ccc2O[C@@H](C)CCCCO[C@@H]1CN(C)Cc1ccc(C(F)(F)F)cc1	0.0	-4	-38	-78
CCN(C[C@H]1[C@H](c2ccccc2)[C@@H](CO)N1C(C)=O)C(=O)NC1CCCC1	-0.3	11	10	13
Cc1ccccc1-c1ccc(C2[C@@H]3CN(C(=O)C4CCOCC4)C[C@H]2N3)cc1 (stereo partly specified)	-0.6&0.0	2&-10	/	8&3
C[C@@H]1CN([C@@H](C)CO)C(=O)c2cccc(NC(=O)C3CCOCC3)c2O[C@@H]1CN(C)Cc1ccncc1	1.4	3	65	-1
COc1ccc(NC(=O)Nc2ccc3c(c2)C(=O)N([C@H](C)CO)C[C@@H](C)[C@H](CN(C)S(=O)(=O)c2c(C)noc2C)OCCCC[C@@H](C)O3)cc1	0.4	18	80	-81*
